# Bioassay records: PubChem, National Center for Advancing Translational Sciences (NCATS)
# Anesthetic bind: candidate novel general anesthetic via apoferritin binding | apoferritin/1-aminoanthracene competitive binding, fluorescence | Potency, µM (series often up to 77.5 µM), for the others: top-dose activity change, negative = displacement, usual class: inhibitors | actives 0.074% (n = 350,000) | AID 485281; note: potency is the fitted concentration of half-maximal effect; % is set by controls: 0 for no effect and ±100 for the full control effect; nearly all actives have a fitted effect of over 20% in size
# Target sequence (P02791 2-175 limits assumed): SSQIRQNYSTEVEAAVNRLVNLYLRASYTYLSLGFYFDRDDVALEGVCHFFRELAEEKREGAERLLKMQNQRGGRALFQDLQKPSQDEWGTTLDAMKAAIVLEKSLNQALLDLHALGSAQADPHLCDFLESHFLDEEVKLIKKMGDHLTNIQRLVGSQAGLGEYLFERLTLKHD
#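 Horse-spleen apoferritin (10 uM) in 50% saturated 1-aminoanthracene in PBS was incubated 10 min at room temperature with compound. Fluorescence (ex 380, em 535 nm) was normalized to free and bound 1-AMA, with concentration-response fitted by a four-parameter Hill equation.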
# APEX1 inh: blocks human APE1 abasic DNA cleavage; Potency, µM (highest dose often 65.8 µM), inactives show at the top dose activity change, negative = inhibition, usual class: inhibitors; actives 0.35% (n = 350,000); P27695; recombinant APE1, TAMRA/BHQ-2 abasic DNA cleavage fluorescence;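 note: potency is the fitted concentration of half-maximal effect; plate controls were vehicle for no effect and reference inhibitor for full effect; nearly all actives have a fitted effect of over 55% in size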
# Target sequence (P27695 whole entry, looked up): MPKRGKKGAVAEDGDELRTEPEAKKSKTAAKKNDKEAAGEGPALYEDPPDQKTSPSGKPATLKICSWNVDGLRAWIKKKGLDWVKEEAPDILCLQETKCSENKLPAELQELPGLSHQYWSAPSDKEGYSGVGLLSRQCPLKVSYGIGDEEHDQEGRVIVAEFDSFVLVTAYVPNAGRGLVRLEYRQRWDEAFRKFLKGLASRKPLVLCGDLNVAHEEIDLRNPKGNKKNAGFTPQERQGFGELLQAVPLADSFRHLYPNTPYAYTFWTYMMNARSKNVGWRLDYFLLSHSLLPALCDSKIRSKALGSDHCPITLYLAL
#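 0.75 nM APE1 + cpd, 15 min RT; start w/ 50 nM TAMRA/BHQ-2 THF-abasic dsDNA; kinetic fluor 525/598 nm ×3 reads @60 s; Δ(read3−read1); normalized to DMSO and NSC13755 control wells.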
# Pol eta inh: inhibitors of human DNA polymerase eta; actives 1.2% (n = 390,000); Q9Y253; AID 588591; Potency, µM (top dose mostly 114 µM), for inactives: at the top dose activity change, negative = inhibition, usual class: inhibitors; recombinant Pol eta, fluorescent DNA replication assay; note: potency is the fitted concentration of half-maximal effect; % is set by controls: 0 for no effect and ±100 for the full control effect
#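 Fluorescent replication assay: 50 nM final substrate added after a 15 min room-temperature compound preincubation with 10 nM enzyme. Signal taken at 0 min and again at 10 min.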
# POLB inh: inhibitors of human DNA polymerase beta | Potency, µM (series often up to 114 µM), for inactives: at the highest dose activity change, negative = inhibition, most hits filed as inhibitors | actives 1.3% (n = 340,000) | Pol beta primer extension/strand displacement, fluorescence kinetic | P06746; note: potency is the fitted concentration of half-maximal effect; % is set by controls: 0 for no effect and ±100 for the full control effect
#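 Curves were derived by four-parameter Hill fits of normalized qHTS data. The kinetic fluorescent primer-extension read was taken at 0 and 10 min after 50 nM substrate, following a 15 min room-temperature preincubation of 10 nM enzyme with compounds.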
# ERG-DNA inh: inhibitors of human ERG Ets domain-DNA interaction; Potency, µM (series often up to 76.9 µM), for inactives: at the highest dose FP activity, negative = inhibition, actives largely listed as inhibitors; AID 624246; P11308; fluorescence polarization, His-ERG Ets domain / labelled DNA; actives 0.028% (n = 370,000); active = well fitted inhibition curve with a large enough effect in the polarisation, with a control signal flat; inconclusive = small, poorly fitted or top-dose-only effect, or effect the other way, or a change in a side signal; inactive = no such curve, though single readings can be large or run the other way; the % refers to the polarisation;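 note: polarization taken with two DNA probes labelled with fluorescein and Texas red; potency is the fitted concentration of half-maximal effect; % of control where 0% means no effect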
#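 His-tagged ERG Ets domain (1 uM in the protein solution; 300mM KCl, 50mM Tris-HCl, 1mM EDTA, 1mM DTT, pH 7.5) received compound, then a probe mix of 5 nM fluorescein-DNA and 100nM Texas-615-DNA. Fluorescence polarization was read for both dyes.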
# ALOX12 inh: inhibitors of human 12S-lipoxygenase ALOX12 | Potency, µM (series often up to 108 µM), for the others: top-dose activity change, negative = inhibition, usual class: inhibitors | P18054 | AID 1671190 | actives 1.1% (n = 580,000) | purified 12hLO, xylenol orange hydroperoxide absorbance; note: potency is the fitted concentration of half-maximal effect; % is set by controls: 0 for no effect and ±100 for the full control effect
#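 Purified human 12hLO (150 nM final) in 25 mM Hepes, 0.01% Triton X-100, pH 7.0 was preincubated 15 min at room temperature with compound. Then 40 uM arachidonic acid was added, 30 min. Hydroperoxide was read by Fe-XO absorbance ratio 573/405 nm.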
# LDHA block: blocks human lactate dehydrogenase A. P00338. purified LDHA, NADH/diaphorase-resazurin fluorescence; stronger effect = lower value. activity change, % (values are at about 110 or 230 µM). actives 0.15% (n = 480,000); in the data active = activity change below about -30%; inconclusive = mostly about -25% to -30%;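 note: plate controls were DMSO wells for no effect and wells without enzyme for full effect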
#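 Human LDH5 at 2 nM final in Tris HCl pH 7.4 with 0.06 mM NADH and 0.2 mM pyruvate, reacted 5 minutes at room temperature. Remaining NADH coupled via diaphorase/resazurin; resorufin fluorescence read at 0 and 20 minutes, normalized to enzyme-free and DMSO wells.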
# RGS4 inhibitor: human RGS4 inhibition | P49798 | Transcreener GDP fluorescence polarization, RGS4-accelerated GTP hydrolysis | Potency, µM (highest dose often 114 µM), without a hit: at the top dose activity change, negative = inhibition, hits mostly inhibitors | actives 0.039% (n = 390,000); note: potency is the fitted concentration of half-maximal effect; % is set by controls: 0 for no effect and ±100 for the full control effect; nearly all actives have a fitted effect of over 75% in size; some results filed as inactive show a strong effect at the top dose
# Target sequence (P49798 whole entry, looked up): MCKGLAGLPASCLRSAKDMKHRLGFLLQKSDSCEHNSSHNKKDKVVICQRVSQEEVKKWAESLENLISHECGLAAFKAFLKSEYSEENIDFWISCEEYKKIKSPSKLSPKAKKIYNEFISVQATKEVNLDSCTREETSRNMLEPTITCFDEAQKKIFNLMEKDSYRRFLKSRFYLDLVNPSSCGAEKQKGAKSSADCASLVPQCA
#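 MLSMR compounds (23 nl, pin-transferred) preincubated 10 min at room temperature with a 500nM (2x) first reagent, then RGS4 at 900nM (2x) plus Transcreener GDP mix added; fluorescence polarization (620/688 nm) read before and after 90 min at 30 °C.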
# POLK inh: DNA polymerase kappa (human) inhibition; purified Pol kappa, fluorescent DNA synthesis assay, 10 min; actives 0.53% (n = 400,000); Q9UBT6; Potency, µM (highest dose often 107 µM), for inactives: at the top dose activity, negative = inhibition, hits mostly inhibitors; note: potency is the fitted concentration of half-maximal effect; % is set by controls: 0 for no effect and ±100 for the full control effect
#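 Fluorescent qHTS in 1536-well format: enzyme (10 nM) and compound sat 15 min at room temperature before 50 nM substrate (final) was added. Signal taken at 0 and 10 min; no-enzyme buffer wells were negative controls.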
# Active calls of the source: *; i = inactive; ? = inconclusive; nt = no result given; & = joins results of further samples; [ ] = remark or other dose. Unless noted, calls come from the whole dose curve; as a rule, active = well fitted curve in the direction sought with a large enough effect; inconclusive = small, poorly fitted or top-dose-only effect, or another doubt; inactive = no such curve, though single readings can be large; an effect the other way counts as inactive or inconclusive. Some of the compounds tested, so the mix of outcomes need not match the whole.
SMILES,Anesthetic bind,APEX1 inh,Pol eta inh,POLB inh,ERG-DNA inh,ALOX12 inh,LDHA block,RGS4 inhibitor,POLK inh
Cc1nc2nc(NCc3ccc(Br)cc3)[nH]n2c(=O)c1Cc1ccccc1,-9%,nt,-9%,?,0%,-19%,-4,-13%,4%
COc1ccccc1NS(=O)(=O)c1cc(NC(=O)CNC(=O)c2cc(C)cc(C)c2)ccc1C,-17%,14%,-15%,-1%,15%,-11%,-5,-21%,-11%
COc1ccc(C)cc1NC(=O)Nc1ccc(C(=O)N2CCCC2)cc1,-19%,-15%,-8%,-1%,-6%,i,0,13%,-11%
COc1ccc(Cc2nnc(NC(=O)c3ccc(C)cc3)s2)cc1OC,-10%,4%,3%,34%,-16%,0%,-7,2%,-3%
O=C(COC(=O)c1cccs1)NCc1cccs1,0%,-2%,-3%,25%,1%,-17%,-6,4%,-17%
COC(=O)c1c(NC(C)=O)sc(C(=O)Nc2ccccc2F)c1C,-6%,16%,-21%,3%,8%,-26%,-10,?,-5%
COc1ccccc1NC(=O)CN1C(=O)CCSc2ccccc21,-19%,nt,-10%,17%,-2%,-10%,-2,0%,7%
CCN(C(C)=O)c1nc(CCl)cs1,-3%,20%,-18%,16%,3%,-18%,-3,-13%,-4%
Cc1ccc(-c2csc3ncnc(SCC(N)=O)c23)cc1,-13%,-3%,-16%,-21%,-1%,-12%,3,-49%,-5%
O=C(CSC(=S)N1CCCC1)Nc1ncc(Cl)cc1Cl,nt,-11%,-3%,nt,-4%,4%,-4,13%,-19%
O=c1c2ccccc2nc(SCc2ccc([N+](=O)[O-])cc2)n1CCCO,-17%,22%,-19%,4%,-14%,0%,-1,-31%,-5%
CCOc1ccc(NC(=O)c2ccccc2NC(=O)CN2CCN(C(C)=O)CC2)cc1,-6%,-3%,-8%,0%,-3%,21%,-1,-13%,1%
CC(C)n1c(=S)[nH]c2scc(-c3cccs3)c2c1=O,-9%,?,18µM*,7.9µM*,2%,?,-2,-43%,?
Cc1noc(C)c1NC(=O)N(C)C[C@H]1Oc2ccc(NC(=O)CCN3CCOCC3)cc2C(=O)N([C@H](C)CO)C[C@@H]1C,nt,-3%,-11%,nt,-13%,-11%,-1,13%,5%
O=C1NC(=Nc2ccccc2Br)SC1(CO)CO,0%,16%,-21%,43%,6%,7%,1,11%,-2%
CC(=O)N1CCC(N(CCN2CCOCC2)C(=S)Nc2ccc(C)cc2)CC1,2%,4%,-13%,9%,-9%,-11%,-7,-8%,0%
CCCC(=O)OC1CC(C)N(C(=O)c2ccccc2)c2ccc(C)cc21 (centres undefined),-12%,1%,-19%,-3%,-2%,1%,-3,2%,0%
COc1ccc2c(c1)NC(c1cccnc1)=NC(c1ccc(F)cc1)=N2,-8%,nt,nt,10%,-2%,-16%,-2,5%,-19%
COc1cccc(CN2C(=O)CCC2(C)C(=O)NC2CCCC2)c1 (centres undefined),1%,3%,2%,16%,6%,-9%,0,1%,3%
CCOc1ccc(C(=O)OCCCN(C)C)cc1,-8%,1%,-13%,11%,-6%,-31%,-9,18%,-14%
O=C(CN1C(=O)c2cccc3cccc1c23)Nc1cccnc1,71%[activator],-1%,-7%,48%,4%,0%[57.4 µM],8,-18%[11.4 µM],6%
COc1cn(CC(=O)Nc2cccc(C)c2C)c(CN2CCCCC2)cc1=O,-6%,nt,-16%,8%,-5%,4%,2,-1%,3%[60.1 µM]
Cc1ccc(S(=O)(=O)N2CCOCC2)cc1NC(=O)CSc1nnnn1C,1%,-5%,-12%,-2%,-9%,1%,-3,5%,-19%
O=C(CCNC(=O)c1ccc(Br)cc1)Nc1nc2ccccc2[nH]1,nt,16%,-2%,nt,-11%,17%,0,-3%,2%
O=C(CN1CCN(c2ccccn2)CC1)Nc1cccc(S(=O)(=O)N2CCOCC2)c1,5%,12%,0%,17%,-7%,19%,-16,16%,-4%
COc1ccc(/C=N/NC(=O)c2cccnc2)cc1Cn1nc([N+](=O)[O-])c(Br)c1C,-15%,-1%,nt,13%,nt,-1%,nt,nt,nt
CC1CN(CCOc2ccc(F)cc2)CC(C)O1 (centres undefined),-10%,8%,-11%,11%,-9%,?,-12,3%,11%
COc1ccccc1C=NN=C(N)C(N)=NN=Cc1ccccc1OC,nt,nt,-19%,nt,4%,17%,-6,-24%,-15%
Cc1cc(=O)[nH]c(N/N=C/c2ccc(-c3ccc([N+](=O)[O-])cc3)o2)n1,-7%,7%,?,14%,12%,5%,0,-45%,-13%
O=C(CNC(c1ccccc1)c1ccccc1)Nc1c(F)cccc1F,-6%,4%,-18%,8%,14%,-9%,2,4%,0%
N#CC1=C(N)OC2=C(C(=O)CC(c3ccccc3)C2)C1c1ccc2c(c1)OCO2 (centres undefined),0%,?,-24%,2%,-2%,-20%,4,-29%,-7%
Nc1nn(-c2ccccc2)nc1C(=O)OCc1ccccc1,4%&-9%,-6%,-4%,6%&1%,9%&-4%,?,-1&-5,10%&-10%,-8%&-14%
COc1cc(SC)ccc1C(=O)OCC(=O)NC(=O)NC(C)C,-9%,-7%,-17%,20%,5%,0%,-2,40%,4%
COc1ccc2c(c1)C(C)=CC(C)(C)N2C(=O)C(C)N1C(=O)c2ccccc2C1=O (centres undefined),0%,-1%,5%,12%,nt,4%,5,-10%,-3%
CC(C)(C)OC(=O)N1CCC(C(=O)Nc2ccc(C(=O)NCc3ccccc3)cc2)CC1,nt,nt,-3%,nt,-7%,0%,1,-10%,4%
O=C(O)c1cccc(NC(=S)N/N=C/c2cccnc2)c1,0%,-1%,-8%,6%,7%,-4%,-1,7%,-4%
COc1ccc(Cl)cc1NC(=O)CN(C)C1CCCCC1,?,-6%,-19%,?,5%,1%,2,-9%,-9%
CCCCNC(=S)N(CCN(CC)CC)Cc1cc2cc3c(cc2[nH]c1=O)OCCO3,-7%,42%,6%,13%,21%,0%,1,1%,1%
CCOc1cccc(N2C(=O)CC(n3cnc4ccccc43)C2=O)c1 (centres undefined),2%,4%,-8%,-10%,8%,0%[57.4 µM],2,-35%,7%
CCN(c1ccccc1)c1nnc(NC(=O)Nc2ccc(Br)cc2F)s1,-24%,nt,-18%,2%,2%,-4%,2,-25%,1%

# A different layout for part of the listing above.
SMILES	Anesthetic bind	APEX1 inh	Pol eta inh	POLB inh	ERG-DNA inh	ALOX12 inh	LDHA block	RGS4 inhibitor	POLK inh
N#CC1=C(N)OC2=C(C(=O)CC(c3ccccc3)C2)C1c1ccc2c(c1)OCO2 (centres undefined)	0%	?	-24%	2%	-2%	-20%	4	-29%	-7%
CC(C)(C)OC(=O)N1CCC(C(=O)Nc2ccc(C(=O)NCc3ccccc3)cc2)CC1	nt	nt	-3%	nt	-7%	0%	1	-10%	4%
Nc1nn(-c2ccccc2)nc1C(=O)OCc1ccccc1	4%&-9%	-6%	-4%	6%&1%	9%&-4%	?	-1&-5	10%&-10%	-8%&-14%
COc1ccc(Cl)cc1NC(=O)CN(C)C1CCCCC1	?	-6%	-19%	?	5%	1%	2	-9%	-9%
COc1cc(SC)ccc1C(=O)OCC(=O)NC(=O)NC(C)C	-9%	-7%	-17%	20%	5%	0%	-2	40%	4%

# (listing goes on)
SMILES,Anesthetic bind,APEX1 inh,Pol eta inh,POLB inh,ERG-DNA inh,ALOX12 inh,LDHA block,RGS4 inhibitor,POLK inh
CC1CCC(C(C)C)C(OCC[N+](C)(C)C)C1 (centres undefined),-2%,4%,-9%,1%,-40%,?,?,-32%,-3%
Clc1ccc(Cn2cccc2C2=NCCO2)cc1,?,4%,4%,3%,3%,0%,-1,-26%,-4%
CCc1nn2c(=O)cc(COC(=O)c3cccc(NC(=O)c4ccccc4Cl)c3)nc2s1,-10%,nt,-9%,0%,-4%,-20%,3,16%,-10%[60.1 µM]
Cc1ccc(OCC(O)CN2CCC(Cc3ccccc3)CC2)c(C)c1 (centres undefined),-13%,37%,-17%,3%,-9%,-8%,-1,2%,4%
CCC(C)[C@H](NC(=O)N1CCCC1)C(=O)OC (some centres undefined),2%,?,3%,-5%,8%,-2%,-2,-3%,10%
CCOc1ccc(OCc2ccc(C(=O)NN=Cc3ccc[nH]3)cc2)cc1,nt,49%[activator],0%,nt,2%,-11%,-4,-6%,0%
O=C(CSc1cccs1)NCCc1ccccc1,-11%,5%,-11%,33%,-5%,15%,-7,-7%,-10%
COc1ccc(C(=O)C2CCN(CC(=O)NCc3ccccc3)CC2)cc1,-4%,11%,-2%,37%,5%,-20%,-8,6%,-4%
CCC(C)(C(=O)NC1CCCC1)N(CC1CCCO1)C(=O)CNC(=O)c1ccccc1 (centres undefined),-1%,0%,-1%,2%,-1%,-27%,-7,17%,3%
CN(C)N=Nc1ccc(S(=O)(=O)NC(=O)Cc2ccccc2)cc1,0%,12%,-8%,35%,-2%,0%,-8,6%,-7%
Cc1oc(-c2ccc(Cl)cc2)nc1CS(=O)CC(=O)NCc1ccc2c(c1)OCO2 (centres undefined),-16%,10%,-9%,-4%,-4%,-23%,-8,-4%,-11%
COc1cccc(N2CCN(C(=O)C3CCCN(S(=O)(=O)c4cnc[nH]4)C3)CC2)c1 (centres undefined),-2%,-2%,-22%,8%,-3%,-14%,3,4%,-3%
